# Pf growth 96h: Primary qHTS for delayed death inhibitors of the malarial parasite plastid, 96 hour incubation. Potency, µM (highest dose often 28.7 µM), for the others: at the top dose activity change, negative = inhibition, actives largely listed as inhibitors. AID 504834, 2011. 320,000 tested, 6.9% active. P. falciparum luciferase reporter growth, 96 h
#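 Cell-based qHTS: luciferase-tagged P. falciparum in erythrocytes (2% hematocrit, 0.05% parasitemia final) incubated with compounds for 96 hours, 37 C, 5% CO2; luciferase detection reagent then added and luminescence measured.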
# Pf growth 48h: Primary qHTS for delayed death inhibitors of the malarial parasite plastid, 48 hour incubation; AID 504832, 2011; Potency, µM (doses to about 28.7 µM), inactives show at the top dose activity change, negative = inhibition, hits mostly inhibitors; 310,000 tested, 5.9% active; P. falciparum luciferase growth in erythrocytes, 48 h
#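 Here the parasites carry a stable luciferase gene and grow inside erythrocytes in Albumax-based RPMI medium with compound for one erythrocytic cycle. Activity is scored as loss of luminescent signal.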
# HCV inhibitor: qHTS Assay for Inhibitors of Hepatitis C Virus (HCV) | 340,000 tested, 3.4% active | Huh7.5.1 HCVcc-Cre infection, luciferase reporter, 44 h | Potency, µM (series often up to 41.8 µM), for the others: top-dose activity change, negative = inhibition, actives largely listed as inhibitors
#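 After 44 h co-culture of compound, cells and HCVcc-Cre (~0.5 moi), substrate is added for 15 min at room temperature and luciferase measured over 15 sec. Cells were seeded at 1,000/well and pre-cultured 4 h.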
# Tb PYK inh: qHTS of Trypanosoma Brucei Inhibitors. TbPYK enzyme, Kinase-Glo Plus ATP luminescence, 45 min. Potency, µM (top dose mostly 76.8 µM), for the others: top-dose activity, negative = inhibition, hits mostly inhibitors. 410,000 tested, 0.12% active. AID 624173, 2012; further: nearly all actives have a fitted effect of over 50% in size
#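 TbPYK + substrate in 50 mM TEA pH 7.2, 100 mM KCl, 10 mM MgCl2, 0.05% BSA, 0.01% Tween-20; cpd pinned; ADP 130 uM final; 45 min RT; Kinase-Glo Plus 10 min; luminescence endpoint.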
# LmPK inh: qHTS Assay for Inhibitors of Leishmania Mexicana Pyruvate Kinase (LmPK). Q27686. purified LmPK, Kinase-Glo ATP luminescence, 1 h. Potency, µM (top dose mostly 57.5 µM), for inactives: at the highest dose activity change, negative = inhibition, hits mostly inhibitors. 290,000 tested, 0.37% active. AID 1721, 2009
# Target sequence (Q27686 whole entry, looked up): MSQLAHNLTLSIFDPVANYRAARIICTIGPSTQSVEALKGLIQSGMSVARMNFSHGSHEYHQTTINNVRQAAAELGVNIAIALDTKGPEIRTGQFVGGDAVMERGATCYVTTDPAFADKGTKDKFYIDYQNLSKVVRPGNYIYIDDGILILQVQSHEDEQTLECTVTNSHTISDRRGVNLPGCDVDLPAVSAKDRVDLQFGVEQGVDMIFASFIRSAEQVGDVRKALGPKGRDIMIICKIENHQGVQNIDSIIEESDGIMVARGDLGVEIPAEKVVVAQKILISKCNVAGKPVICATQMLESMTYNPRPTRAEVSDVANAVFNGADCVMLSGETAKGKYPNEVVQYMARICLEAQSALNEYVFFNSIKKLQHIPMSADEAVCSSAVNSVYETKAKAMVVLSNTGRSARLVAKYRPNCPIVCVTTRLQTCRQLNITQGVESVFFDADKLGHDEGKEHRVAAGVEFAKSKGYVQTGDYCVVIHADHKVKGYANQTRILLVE
#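 0.1 nM LmPK, 0.5 mM PEP, 0.1 mM ADP; 50 mM imidazole pH 7.2, 7 mM MgCl2, 50 mM KCl; 1 h RT. Kinase-Glo luminescence readout, normalized to no-enzyme (full inhibition) and uninhibited wells.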
# Sm TGR block: qHTS Assay for the Inhibitors of Schistosoma Mansoni Peroxiredoxins. Potency, µM (titrated, usually from 114 µM), for the others: at the highest dose activity change, negative = inhibition, actives largely listed as inhibitors. 360,000 tested, 3% active. purified TGR, DTNB reduction, TNB absorbance 405 nm; further: nearly all actives have a fitted effect of over 60% in size
#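 First, TGR (20 nM dispensed) and NADPH were mixed with compound. Second, a 15 min room-temperature incubation followed. Third, further NADPH and then DTNB were added to start the reaction. Finally, TNB absorbance was monitored kinetically.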
# * = called active by the depositor; ? = inconclusive; . = no result given; [ ] = remark or other dose. The call rests on the fitted dose curve; in most records, active means well fitted curve in the direction sought with a large enough effect; inconclusive means small, poorly fitted or top-dose-only effect, or another doubt; inactive means no such curve, though single readings can be large; an effect the other way counts as inactive or inconclusive. On the % scale 0 is the no-effect control and ±100 the full control effect; potency means the concentration at half of the fitted maximal effect.
SMILES,Pf growth 96h,Pf growth 48h,HCV inhibitor,Tb PYK inh,LmPK inh,Sm TGR block
COc1ccccc1NC(=O)COC(=O)c1c(C)nn(-c2ccccc2)c1C,156%[activator],97%[activator],14µM*,-17%,.,1%
CC(=O)NC1=NN(C(C)=O)C2(S1)C(=O)N(CC(C)C)c1ccc(C)cc12 (centres undefined),2%,-7%,18%,0%,0%,82%[activator]
COc1ccc(C(C(=O)NCC2CCCO2)N(C(=O)Cn2nnc3ccccc32)c2ccc(NC(C)=O)cc2)cc1 (centres undefined),-8%,?,3%,0%,0%,0%
COc1ccc(CNC2=CC(=O)CC(C)(C)C2)cc1,?,3%,2%,3%,1%,-5%
Nc1ccc(C(=O)N/N=C\C=C\c2cccc([N+](=O)[O-])c2)cc1,102%[activator],?,-15%,-3%,6%,7%
CC(C)C[C@H]1CN=C(Nc2ccccc2)N1CC1CCC1,-5%,-7%,-3%,-8%,-2%,-26%
CCc1ccc(C(=O)c2cn(CC(=O)Nc3cccc(OC)c3)c3ccc(OC)cc3c2=O)cc1,2.9µM*,12µM*,.,-10%,.,5%
COc1ccc(S(=O)(=O)N2CCN(C(=O)NC3CCCCC3)CC2)cc1,?,7%,-16%,-8%,0%,.
O=C(Nc1ncc(Cl)cn1)c1cccs1,64%[activator],.,17%,-4%,?,0%
O=C(O)c1ccccc1C(=O)NNC(=O)C(c1ccccc1)c1ccccc1,-13%,6%,20%,2%,-4%,-20%
Cc1cc(C(=O)CSc2ncn[nH]2)c(C)n1-c1cccc(S(=O)(=O)N2CCOCC2)c1,?,-20%,?,-4%,-1%,-12%
CCOc1ccc(NC(=S)Nc2ccc(Br)cc2Cl)cc1,-12%,0%,-17%,-3%,-1%,-27%
COc1ccccc1-n1c(C)cc(/C=C2\C(=N)N3N=C(CC(=O)N4CCOCC4)SC3=NC2=O)c1C,?,?,-2%,3%,1%,-16%
Cc1sc2nc(CSc3n[nH]c(N)n3)[nH]c(=O)c2c1C,-5%,-13%,11%,-17%,5%,0%
C#CCOCCOCCOCCNc1nc(N2CCN(C(=O)CCCCCCCCCCNC(=O)[C@H]([C@@H](C)CC)n3cc(CCCCCN)nn3)CC2)nc(N2CCN(C(=O)CCCCCCCCCCNC(=O)[C@H]([C@@H](C)CC)n3cc(CCCCN=C(N)N)nn3)CC2)n1,2.9µM*,?,?,.,.,?
CCOC(=O)c1ccccc1NC1CC(=O)N(c2ccccc2C)C1=O (centres undefined),?,6%,-5%,-13%,-12%,3.5µM*
CCN(Cc1ccccc1)C(=O)c1ccc(CS(=O)c2ccccc2C)o1 (centres undefined),-1%,-22%,-4%,34%[activator],-8%,14µM*
O=C(Nc1ccc(-c2nc3ccccc3s2)cc1)c1cc(-n2cnnc2)ccc1Cl,7.4µM*,9.3µM*,4µM*,5%,5%,7%
Cn1cc(Cl)c(/C=C(\C#N)S(=O)(=O)c2ccccc2)n1,-1%,16%,13%,11%,0%,-9%
COc1cc(C#N)ccc1OCC(=O)NCCC1=CCCCC1,4%,-10%,-9%,-2%,.,-7%
Fc1ccccc1CNC1CN2CCC1CC2 (centres undefined),28%,9%,16%,-2%,1%,.
O=C(NCCO)c1cc2c(s1)CCC2,4%,35%[activator],15%,3%,3%,8%
NNc1nc(N)c2c(n1)-c1ccccc1CC21CCCC1,1.7µM*,10µM*,-12%,-7%,5%,-7%
Cc1cccc(-c2nsc(SCC(=O)NCc3ccco3)n2)c1,-25%,39%[activator],-27%,-5%,4%,-26%
O=C(NCc1cccc(Cl)c1)C1CCN(c2nnc(N3CCCC3=O)s2)CC1,?,17%,-14%,0%,-6%,12%

# Entries above that have an aryl methoxy group, in the order listed:
SMILES,Pf growth 96h,Pf growth 48h,HCV inhibitor,Tb PYK inh,LmPK inh,Sm TGR block
COc1ccccc1NC(=O)COC(=O)c1c(C)nn(-c2ccccc2)c1C,156%[activator],97%[activator],14µM*,-17%,.,1%
COc1ccc(C(C(=O)NCC2CCCO2)N(C(=O)Cn2nnc3ccccc32)c2ccc(NC(C)=O)cc2)cc1 (centres undefined),-8%,?,3%,0%,0%,0%
COc1ccc(CNC2=CC(=O)CC(C)(C)C2)cc1,?,3%,2%,3%,1%,-5%
CCc1ccc(C(=O)c2cn(CC(=O)Nc3cccc(OC)c3)c3ccc(OC)cc3c2=O)cc1,2.9µM*,12µM*,.,-10%,.,5%
COc1ccc(S(=O)(=O)N2CCN(C(=O)NC3CCCCC3)CC2)cc1,?,7%,-16%,-8%,0%,.
COc1ccccc1-n1c(C)cc(/C=C2\C(=N)N3N=C(CC(=O)N4CCOCC4)SC3=NC2=O)c1C,?,?,-2%,3%,1%,-16%
COc1cc(C#N)ccc1OCC(=O)NCCC1=CCCCC1,4%,-10%,-9%,-2%,.,-7%

# (list continues)
SMILES,Pf growth 96h,Pf growth 48h,HCV inhibitor,Tb PYK inh,LmPK inh,Sm TGR block
CC(C)CNC(=O)CN(C1CCCCC1)S(C)(=O)=O,0%,0%,16%,3%,-1%,0%
Cc1ccc(NC2c3ncccc3C(=O)N2c2ccccc2C)cc1C (centres undefined),9%,43%,-11%,?,-2%,4%
Cc1ccc(C)c(OCc2nc3ccccc3[nH]2)c1,351%[activator],.,?,-8%,0%,?
C#CCOCCOCCOCCNc1nc(N2CCN(C(=O)CCCCCCCCCCNC(=O)[C@H](CCCCN)n3cc(C)nn3)CC2)nc(N2CCN(C(=O)CCCCCCCCCCNC(=O)[C@H](CCCN=C(N)N)n3cc(C[C@@H](C)CC)nn3)CC2)n1,1.5µM*,1.9µM*,?,-4%,.,-27%
COc1cc(NC(=O)COc2ccc(-n3cnnn3)cc2)c(OC)cc1Cl,0%,6%,?,2%,2%,2%
CC1CCCCN1CCCNC(=O)Cn1c(=O)c2cccn2c2ccccc21 (centres undefined),?,14%,-11%,0%,-1%,-4%
COc1ccc(CNC(=O)CSc2nnc(Cn3nnc4ccccc43)n2C)cc1,.,18%,1%,-4%,0%,1%
CCOc1ccc2[nH]c(C)c(CN(C)C)c(=O)c2c1,13%[5.75 µM],15%,17%,-11%,-2%,8%
C[N+](C)(C)CCCN(Cc1ccc2c(c1)OCO2)C(=O)NC1CCCCC1,?,?,3.2µM*,-8%,5%,19%
Cc1ccc(C2/C(=C(/O)c3cnn(-c4ccccc4)c3C)C(=O)C(=O)N2CCN2CCOCC2)o1 (centres undefined),.,.,6%,0%,4%,22µM*
COc1cc(C(=O)NCCc2ccc(F)cc2)c([N+](=O)[O-])cc1OC,?,4%,-10%,?,0%,-2%
Cc1cccc(C(=O)Nc2ccccc2C(=O)OCC(=O)Nc2ccc(C#N)cc2)c1,22%,13%,-17%,2%,1%,0%
CCc1nnc(NC(=O)CSc2nc3c([nH]c4ccccc43)c(=O)n2CCOC)s1,12%,4%,?,-9%,4%,-18%
CCOc1ccc(NC(=O)CN(C)C(=O)c2cccc(S(=O)(=O)N3CCCC3)c2)cc1OCC,?,?,?,-3%,.,-3%
COc1cccc(C(=O)N/N=C(\C)CC(=O)Nc2ccc(N(C)C)cc2)c1,5%,-50%,33%[activator],-34%,0%,?
Cc1ccc(NC(=O)C(=O)NCc2ccc(/C=C(/C#N)C(=O)NCc3cccnc3)o2)cc1,?,69%,.,0%,2%,8%
C=CCSC1=C(C#N)C(c2ccccc2OCC)C(C#N)C(=O)N1 (centres undefined),?,-8%,3%,-22%,0%,-5%
COc1ccc(C(=O)Nc2ccc(Cl)cc2C(=O)N2CCCC(C)C2)cc1OC (centres undefined),?,2%,?,1%,0%,5%
COc1ccc2nc(NC(=O)C3CSC4(C)CCC(=O)N34)sc2c1 (centres undefined),28%,8%,-10%,-5%,.,-12%
CCOC(=O)Cc1csc(NC(=O)C(C)(C)CC)n1,?,.,-2%,-2%,-3%,-2%
O=C(Nc1ccccc1O)c1csc2c1CCCC2,30%,?,?,1%,-3%,1%[57.1 µM]
O=C(O)CC/C(=C\c1ccc(N2CCOCC2)c([N+](=O)[O-])c1)c1nc2ccccc2s1,16%,-4%,12%,6%,-3%,-2%
CCCCOP(=O)(c1ccc(N(C)C)cc1)C(Nc1ccccc1)c1ccccc1 (centres undefined),15µM*,?,?,8%,1%,-19%
O=C(OCc1ccc(F)cc1)c1ccc2c(c1)-c1ccccc1C2=O,103%,-5%,-29%,-11%,3%,-14%
C=Cc1ccc(Cn2c(C(=O)O)c(C=O)c3ccccc32)cc1,37%[activator],2%,7%,0%,4%,-2%

# An excerpt from above in order of length of the SMILES, ascending.
SMILES,Pf growth 96h,Pf growth 48h,HCV inhibitor,Tb PYK inh,LmPK inh,Sm TGR block
CCOc1ccc2[nH]c(C)c(CN(C)C)c(=O)c2c1,13%[5.75 µM],15%,17%,-11%,-2%,8%
COc1ccc(CNC(=O)CSc2nnc(Cn3nnc4ccccc43)n2C)cc1,.,18%,1%,-4%,0%,1%
Cc1cccc(C(=O)Nc2ccccc2C(=O)OCC(=O)Nc2ccc(C#N)cc2)c1,22%,13%,-17%,2%,1%,0%

# The listing picks up; the three compounds before the break are reprinted first.
SMILES,Pf growth 96h,Pf growth 48h,HCV inhibitor,Tb PYK inh,LmPK inh,Sm TGR block
CCCCOP(=O)(c1ccc(N(C)C)cc1)C(Nc1ccccc1)c1ccccc1 (centres undefined),15µM*,?,?,8%,1%,-19%
O=C(OCc1ccc(F)cc1)c1ccc2c(c1)-c1ccccc1C2=O,103%,-5%,-29%,-11%,3%,-14%
C=Cc1ccc(Cn2c(C(=O)O)c(C=O)c3ccccc32)cc1,37%[activator],2%,7%,0%,4%,-2%
COC(=O)c1ccccc1S(=O)(=O)NNC(=O)C1COc2ccccc2O1 (centres undefined),22%,46%[activator],?,1%,.,0%
CC(C)N1CC(C(=O)Nc2nc3ccccc3s2)CC1=O (centres undefined),166%[activator],38%[activator],1%,-3%,-3%,-2%
CCOC(=O)C1C(=O)OC(C)(C)C1C(CC)C(=O)c1c(C)cc(C)cc1C (centres undefined),?,?,-20%,-13%,-1%,3%
COc1ccc(/C=C2\CCCc3c2nc2ccccc2c3C(=O)O)cc1OC,35%[activator],13%,.,.,8%,20µM*
O=C(NNC(=O)c1ccc(F)cc1F)c1ccc2c(c1)OCO2,200%[activator],143%[activator],-1%,-10%,-1%,-9%
COc1cccc(-n2ccnc2SCC(=O)Nc2ccccc2F)c1,14%,?,-5%,2%,-1%,-1%
Cc1ccc2c(c1)[C@H]1[C@H](CO2)[C@H](c2ccccc2)[C@]2(C)C(=O)N(Cc3ccc(Cl)cc3)CC(=O)N12,?,?,?,7%,.,3%
CCOC(=O)c1c(-c2cccc([N+](=O)[O-])c2)cn2ccccc12,2%,?,?,-8%,-3%,12%
CCOC(=O)CSC1=N/C(=C\c2ccc(OC)c(OC)c2)C(=O)N1C,13%,36%[activator],21%,0%,4%,-5%
CCCCOC(=O)c1ccc(NC(=O)c2cc(Cl)ccc2OC)cc1,?,?,-2%,-4%,-3%,7%

# High-throughput results deposited in PubChem BioAssay by National Center for Advancing Translational Sciences (NCATS).
